Screening results from PubChem.
TGFb SMAD3 inh: blocks TGF-b signaling; AID 588855; 410,000 tested, 1.2% active; Potency, µM (highest dose often 46.1 µM), for the others: at the highest dose activity, negative = inhibition, usual class: inhibitors; HepG2 CAGA-GFP TGF-b/SMAD3 reporter, GFP fluorescence, 18 h; TGF-beta stimulated, 500 pg/mL final; further: potency means the concentration at half of the fitted maximal effect; on the % scale 0 is the no-effect control and ±100 the full control effect; nearly all actives have a fitted effect of over 65% in size
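TGF-beta reporter screen: HEPG2 CAGA-GFP, 1% FBS, 500 pg/mL TGF-beta final, 18 h; per-cell GFP summed per well; curves fitted and categorized by class.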
HepG2 tox: counter-screen for TGF-b inhibitors: cytotoxicity in HepG2 cells. AID 588856. 410,000 tested, 0.76% active. Potency, µM (series often up to 46.1 µM), inactives show at the top dose activity change, negative = cytotoxicity, usual class: cytotoxic. HepG2 CAGA-GFP viability, ATP luminescence, 18 h; further: potency means the concentration at half of the fitted maximal effect; some results filed as inactive show a strong effect at the top dose
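HepG2 CAGA-GFP cells (1000/well, DMEM with 1% FBS) received compound, then TGF-beta at 500 pg/mL final, and were incubated 18 hours at 37 degrees C. Viability was read by CellTiter-Glo luminescence. Media-only wells were set as complete cell-killing and DMSO as no toxicity.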
Nrf2 ARE act: activates Nrf2 signaling; 410,000 tested, 0.31% active; AREc32 ARE-luciferase reporter (MCF7-derived line), luminescence, 24 h; Potency, µM (doses to about 46.1 µM), inactives show at the top dose activation, usual class: activators; further: potency means the concentration at half of the fitted maximal effect; % of control where 0% means no effect; nearly all actives have a fitted effect of over 65% in size
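Nrf2 activation is followed as ARE-luciferase induction in the AREc32 line after one day of compound treatment; luminescence is read with Steady-Glo.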
Abeta rescue: restores growth of yeast expressing A-beta42 peptide; AID 1347071; 410,000 tested, 0.063% active; Potency, µM (titrated, usually from 46.1 µM), inactives show at the top dose growth rescue, hits mostly activators; yeast expressing A-beta42, growth rescue, OD600, 48 h; response scale: 0% DMSO, 100% iron-clioquinol control; further: potency means the concentration at half of the fitted maximal effect; nearly all actives have a fitted effect of over 55% in size
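Yeast A-beta toxicity model in growth medium with pinned compounds, 48 h at 30 C; growth read as absorbance at 600 nm. Normalized to FeCl3/clioquinol equimolar mix (positive) and DMSO (negative).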
pAkt inh: Akt phosphorylation inhibition. Neuro2A IGF-stimulated pAkt S473 HTRF, 20 min; hits give low values. activity change, % for hits at 50 µM. 360,000 tested, 0.32% active. AID 651550; in the data active means activity change below about -80%; inconclusive means mostly about -51% to -80%; further: on the % scale 0 is the no-effect control and ±100 the full control effect
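Neuro2A cells (4,500/well, DMEM with 0.5% FBS) were treated with compound at a single 50 µM final concentration, stimulated with 6 nM IGF for 20 min at 37 °C, and lysed. Phospho-Akt Ser473 was read by HTRF as 665/615 ratio ×10^4.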
Mm-Cpn inhibitor: M. maripaludis TRiC chaperonin inhibition | AID 504842 | 330,000 tested, 0.031% active | purified Mm-Cpn ATPase, ADP Transcreener TR-FRET | Potency, µM (doses to about 76.9 µM), inactives show at the top dose activity, negative = inhibition, actives largely listed as inhibitors; further: potency means the concentration at half of the fitted maximal effect; on the % scale 0 is the no-effect control and ±100 the full control effect; nearly all actives have a fitted effect of over 80% in size
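Reaction buffer contained 30 mM Tris pH 7.4, 100 mM KCl, 5 mM MgCl2 and 1 mM DTT. Mm-CPN (25 nM final) hydrolysed 10 uM ATP over 30 min at 37°C; ADP was read by HTRF.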
CCT chaperon mod: modulators of cytosolic chaperonin (CCT/TRiC) activity. purified chaperonin ATPase assay, HTRF ADP detection, 30 min. activity change, % (test concentration not listed), hits read low. 360,000 tested, 0.3% active. AID 651819; in the data active means activity change below about -30%; further: on the % scale 0 is the no-effect control and ±100 the full control effect
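We incubate TRiC, 40 or 20 nM final, with library compounds at 76 uM and 10 uM ATP for 30 min at 37 °C. ADP formed is detected with Transcreener HTRF reagents after 30 min at room temperature.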
A549 viability: A549 cytotoxicity, counter-screen for Nrf2 inhibitors; Potency, µM (top dose mostly 46 µM), for inactives: at the highest dose activity change, negative = cytotoxicity, actives largely listed as inhibitors; 390,000 tested, 0.16% active; A549 ARE-Fluc cells, CellTiter-Fluor viability, 18-24 h; further: potency means the concentration at half of the fitted maximal effect; on the % scale 0 is the no-effect control and ±100 the full control effect
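Cytotoxicity counterscreen: CellTiter-Fluor fluorescence was measured in A549 ARE_Fluc cells after 18-24 h of compound exposure in a concentration series. The subsequent BugLite luminescent read reports ARE-luciferase activity.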
Nrf2 inh: Nrf2 pathway inhibition; A549 ARE-Fluc reporter, luciferase luminescence, 18-24 h; Potency, µM (highest dose often 46 µM), for inactives: at the highest dose activity change, negative = inhibition, actives largely listed as inhibitors; 360,000 tested, 2.1% active; further: potency means the concentration at half of the fitted maximal effect; on the % scale 0 is the no-effect control and ±100 the full control effect; nearly all actives have a fitted effect of over 60% in size
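A549 ARE_Fluc cells, 5000/well, 5% FBS OPTI-MEM; compounds in dose-response, 18-24 h at 37 °C/5% CO2; CellTiter-Fluor viability read (Ex 405/Em 525), then BugLite luciferase luminescence = Nrf2 activity.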
Starred values were filed as active, the others as inactive; i = inactive; u = inconclusive; x = not tested or not shown; [ ] = dose if it differs, or a comment. Unless noted, the call rests on the fitted dose curve; in most records, active means well fitted curve in the direction sought with a large enough effect; inconclusive means small, poorly fitted or top-dose-only effect, or another doubt; inactive means no such curve, though single readings can be large; an effect the other way counts as inactive or inconclusive.

The opening 2 records, ahead of the listing:
| canonical_smiles | TGFb SMAD3 inh | HepG2 tox | Nrf2 ARE act | Abeta rescue | pAkt inh | Mm-Cpn inhibitor | CCT chaperon mod | A549 viability | Nrf2 inh |
| --- | --- | --- | --- | --- | --- | --- | --- | --- | --- |
| CC(OC(=O)C1CSC2(C)CCC(=O)N12)C(=O)Nc1ccc(F)cc1 (stereo not given) | -6.3% | 7.2% | 0.2% | -8.4% | i | 1.1% | -1.5 | 1.6% | 12.2% |
| O=C(C1CCN(S(=O)(=O)c2ccc(F)cc2)CC1)N1CCOCC1 | 12.3% | -51.9% | 0.0% | -30.2% | i | 3.6% | -41.4* | 0.9% | 10.2% |

The listing, repeating the preview:
| canonical_smiles | TGFb SMAD3 inh | HepG2 tox | Nrf2 ARE act | Abeta rescue | pAkt inh | Mm-Cpn inhibitor | CCT chaperon mod | A549 viability | Nrf2 inh |
| --- | --- | --- | --- | --- | --- | --- | --- | --- | --- |
| CC(OC(=O)C1CSC2(C)CCC(=O)N12)C(=O)Nc1ccc(F)cc1 (stereo not given) | -6.3% | 7.2% | 0.2% | -8.4% | i | 1.1% | -1.5 | 1.6% | 12.2% |
| O=C(C1CCN(S(=O)(=O)c2ccc(F)cc2)CC1)N1CCOCC1 | 12.3% | -51.9% | 0.0% | -30.2% | i | 3.6% | -41.4* | 0.9% | 10.2% |
| COc1cccc(-n2c(SCC(=O)Nc3nc4ccccc4s3)nc3ccccc3c2=O)c1 | 4.8% | -3.2% | 4.3% | -10.1% | i | -7.7% | -3.2 | u | -10.7% |
| O=C(CNC(=O)c1ccc(-c2ccccc2)cc1)OCc1c(Cl)cccc1Cl | 15.3% | -19.9% | 0.3% | -0.7% | i | -6.3% | -0.2 | -0.4% | -20.1% |
| CC(NC(=O)c1c(F)cccc1Cl)c1ccc(-n2ccnc2)cc1 (stereo not given) | 16.6% | -11.6% | 0.7% | 3.2% | i | -3.9% | -2.7 | 3.3% | 3.0% |
| CC(=O)c1c(C)[nH]c(C(=O)NC2=NCCS2)c1C | 8.3% | -70.9% | 3.8% | 9.1% | i | 0.2% | -1.6 | 9.2% | 10.5% |
| Cc1cccc(C(=O)Nc2nnc(S(=O)(=O)N3CCCc4ccccc43)s2)c1 | u | -38.6% | 11.1% | -21.6% | x | x | x | 6.6% | -11.8% |
| Cc1cc2nc(-c3nnnn3C3CCCCC3)c(=O)[nH]c2cc1C | x | x | -1.0% | -10.3% | i | x | 0.6 | x | x |
| OCC1(CCOc2ccccc2)CCN(Cc2cccn2-c2ncccn2)CC1 | 7.9% | 1.8% | -0.2%[9.22 µM] | 4.7% | i | -0.6% | -3.1 | 1.6% | 7.5% |
| COc1ccc(-c2c(C(F)(F)F)oc3c(CN4CCN(C)CC4)c(O)ccc3c2=O)cc1 | -7.7% | -10.2% | 0.3% | 4.2% | i | -3.1% | 1.0 | 3.8% | 19.5% |
| CCc1cccc(NC(=O)CN2C(=O)COc3ccc(S(=O)(=O)N4CCC(C)CC4)cc32)c1 | 2.2% | -19.1% | 0.2% | -12.5% | x | x | x | -4.5% | x |
| C/C(=N\NC(=O)c1ccc(NS(=O)(=O)c2cccs2)cc1)c1ccc(O)cc1O | u | -1.7% | -0.6% | 5.0% | i | -2.7% | -1.5 | -0.2% | -5.2% |
| O=C(NCCCN1CCN(c2ccccc2F)CC1)c1ccc2nc(Cc3ccccc3)oc2c1 | u | -42.6% | -0.1% | 18.4% | x | x | x | u | x |
| O=C(O)CN(c1ccc2c(c1)OCCO2)S(=O)(=O)c1ccccc1 | 23.1% | 9.2% | -0.2% | 18.2% | i | 1.4% | 0.0 | -5.4% | 20.0% |
| O=C(NCCN1CCOCC1)c1cc(Sc2ccc(F)cc2F)nc2ccccc12 | 20.4% | 7.6% | 2.3% | 1.5% | i | 1.1% | -1.2 | 2.4% | -18.3% |
| COc1cccc(/C=C/C(=O)Nc2ccc3[nH]c(=O)[nH]c3c2)c1 | 6.0% | 30.8% | -0.7% | 4.1% | i | 1.2% | 1.0 | 10.7% | 17.0% |
| CCOc1ccc(N(C(C)C(=O)NCc2ccco2)S(C)(=O)=O)cc1 (stereo not given) | 1.3% | -0.4% | -0.5% | -22.5% | i | 1.3% | -2.7 | 2.0% | 2.6% |
| CC(C)Cc1nc2n[nH]c(N)c2c2c1CCC2 | -13.7% | -2.1% | -0.6% | 10.3% | i | -2.4% | 0.2 | 0.8% | 17.0% |
| Cc1ccc(/C=C(\C#N)C(=O)Nc2ccccn2)o1 | -7.2% | 6.9% | 14.1µM* | -1.3% | i | -3.1% | -2.8 | -7.4% | u |
| Cn1c(SCC(=O)N2CCN(c3ccccc3)CC2)nnc1-c1ccco1 | -14.0% | -18.1% | 0.4% | -11.5% | i | 0.0% | -1.9 | x | 11.4% |
| CN(CCCNS(=O)(=O)c1cccc2cccnc12)Cc1ccccc1 | 17.3% | 15.1% | -0.3% | 3.4% | i | 2.4% | -2.5 | -3.9% | 4.4% |
| COc1ccc(/C=C/CN2CCC(n3nccc3NC(=O)C3CC3)CC2)cc1 | -27.1% | -2.7% | 2.4% | 4.4% | i | -1.8% | 0.9 | 4.8% | 6.7% |
| COc1ccc(CNC(=O)/C=C/[C@H]2O[C@@H](n3cc(C)c(=O)[nH]c3=O)C[C@@H]2O)cc1 | -9.6% | -23.4% | 0.4% | -6.9% | i | x | -0.6 | x | x |
| C[C@H]1COc2cccc(N3CCN(Cc4ccccc4F)CC3)c2S(=O)(=O)N1 | x | x | 0.7% | -17.6% | i | x | 0.7 | x | x |
| NC(c1csc(Nc2cc(Oc3ccccc3)ncn2)n1)C1CCCCC1 (stereo not given) | u | -113.5% | -3.0% | -3.7% | i | x | -0.6 | x | x |
| S=C1NC(c2ccccc2)=NCN1c1ccccc1 | -8.3% | -3.0% | -0.5% | 10.0% | i | 0.5% | -3.1 | 0.3% | u |
| N#Cc1ccccc1Cn1c(=O)n(C2CCCC2)c(=O)c2ccccc21 | -12.9% | -22.0% | 0.1% | -16.6% | i | 2.0% | 2.3 | -7.4% | -24.3% |
| N#Cc1c(NC(=O)c2ccncc2)sc2c1CCC2 | u | -12.2% | 4.5% | -34.3%[inhibitor] | i | -2.9% | -0.7 | 11.8% | u |
| COc1ccc(S(=O)(=O)N2CC(=O)Nc3ccccc32)cc1C | -3.2% | -25.3% | -0.6% | 19.6% | i | -2.7% | -7.2 | 0.8% | 5.7% |
| O=C(CCCN=C1NS(=O)(=O)c2ccccc21)OCC(=O)c1ccccc1 | 9.4% | 12.4% | -0.8% | 3.6% | i | 1.4% | 0.0 | -1.8% | 1.3% |
| N#CC1=C2SCN(Cc3ccccc3)CN2C(=O)CC1c1ccc2c(c1)OCO2 (stereo not given) | -19.8% | -10.4% | 0.2% | -4.0% | i | -5.2% | 0.8 | 12.5% | 0.3% |
| CCOC(=O)c1[nH]c(C)c(C(=O)OCC(=O)NCc2ccc(OC)c(OC)c2)c1C | 3.0% | -24.9% | -0.2% | -10.8% | i | 0.6% | 0.4 | 14.1% | u |
| CCOc1ccc(NC(=O)c2c(NCc3ccc(C)o3)sc3c2CCCCC3)cc1 | u | -33.1% | 19.8% | -17.3% | x | x | x | -0.8% | x |
| Cc1cc(C)nc(NC(=NCCc2c[nH]c3ccccc23)NC(=O)C(C)(C)C)n1 | 13.3% | -4.6% | -0.3% | -13.9% | i | 0.4% | -11.2 | u | 20.6µM* |
| CN(C(=O)/C=C/c1ccc2c(c1)OCO2)c1ccccc1 | 10.9% | 2.8% | 5.7% | -20.7% | i | 1.1% | -1.6 | 4.9% | u |
| Cc1cc(C)c(S(=O)(=O)Nc2ccccc2C(=O)N2CCOCC2)c(C)c1 | 4.6% | -0.2% | -0.3% | 1.5% | i | 0.1% | -1.2 | -0.3% | u |
| CC(C)(C)NC(=S)NCCc1ccccc1 | 8.3% | 6.3% | -0.1% | -5.2% | i | -0.5% | -0.7 | 2.9% | u |
| Cc1ccc(C)c(S(=O)(=O)N2CCN(C(=O)Cn3[nH]c(=O)c4ccccc4c3=O)CC2)c1 | -16.1% | -18.6% | 0.2% | -2.3% | i | -0.1% | -6.8 | 1.0% | -10.1% |
| COc1ccc(OC)c(S(=O)(=O)NC2CCCCC2)c1 | u | 8.7% | 0.3% | 25.8% | i | 0.4% | 0.8 | -1.5% | -28.1% |
| Cc1cc(C)c(S(=O)(=O)/N=C2/C=C(SCC(=O)O)C(=O)c3ccccc32)cc1C | u | -105.3% | -2.5% | -25.3% | i | -14.2% | -0.3 | -13.4% | -2.3% |
| O=C(NCCc1ccccc1)c1ccc2c(c1)CCN2S(=O)(=O)c1ccc(Br)cc1 | u | 9.0% | -0.8% | -8.6% | x | x | x | 0.6% | -16.3% |
| Cc1cccc(NC(=O)C(=O)NCC(c2ccc3c(c2)OCO3)N2CCN(c3ccccc3)CC2)c1 (stereo not given) | -3.2% | -7.4% | 0.2% | 2.5% | x | x | x | 1.2% | x |
| CCOC(=O)c1sc(NC(=O)Cn2nnc3sc4c(c3c2=O)CCC(C(C)(C)C)C4)nc1C (stereo not given) | -2.0% | 6.4% | 0.4% | -6.0% | i | -1.1% | -0.4 | 2.7% | 4.4% |
| C=CCNc1ncnc2c1ncn2[C@H]1CN(C2CCCC2)C[C@@H](CO)O1 | 0.0% | 2.2% | -1.1%[9.22 µM] | 1.3% | i | x | 0.6 | x | x |
| CCCN=C1N(C)C[C@@H]2[C@@H]3C(=O)N(C)C(=O)[C@@H]3[C@](Cc3ccccc3)(C(=O)OC)N12 | 0.6% | -1.6% | -0.2% | -8.5% | i | -2.3% | -1.3 | -1.8% | 6.7% |
